Screening results from PubChem.
Growth percent in the NCI-60 one-dose screen (48 h, 10 µM unless noted): 100 = growth as untreated, 0 = no growth, -100 = all killed.
SF-295 – SF-295 CNS cancer cells | hit rate 5.6% among 79,000 | AID 1794758
HCC-2998 – HCC-2998 colon cancer; hit rate 4.7% among 79,000; AID 1794799
DU-145 – DU-145 prostate cancer; hit rate 4.2% among 81,000; AID 1794760
U251 – U251 CNS tumor cells; hit rate 5.4% among 80,000
SNB-19 – SNB-19 CNS cancer cells; hit rate 2.5% among 81,000; AID 1794751
PC-3 – PC-3 prostate cancer cells | hit rate 3.9% among 80,000
SNB-75 – SNB-75 CNS cancer. hit rate 5% among 79,000
SF-268 – SF-268 CNS cancer cells; hit rate 3.1% among 82,000; AID 1794759
SF-539 – SF-539 CNS cancer; hit rate 6.8% among 81,000
* hit, by the source's call; & = joins results of further samples. Rule for the calls: active = growth percent below 10; inactive = the rest. Not all compounds are listed, so the mix of outcomes need not match the whole.

`C=C(Cl)CSC(=S)N(CC)CC` gave SF-295 92.6, HCC-2998 101.1, U251 99.9, SNB-19 107.2, PC-3 90.8, SNB-75 93.0, SF-268 99.3 and SF-539 99.9.
COc1ccn(C)c(=O)c1C#N was read as SF-295 101.2, HCC-2998 101.4, DU-145 106.3, U251 92.0, SNB-19 109.2, PC-3 94.7, SNB-75 114.1 and SF-268 94.3.
Screening CNc1ccc([N+](=O)[O-])cc1[N+](=O)[O-] returned SF-295 105.9, HCC-2998 106.0, DU-145 109.2, U251 99.6, SNB-19 103.1, PC-3 84.1, SNB-75 87.3, SF-268 101.3 and SF-539 98.0.
`CNC(Cc1ccccc1)c1ccc(OC)c(OC)c1` (configuration not stated) gave SF-295 98.2, HCC-2998 105.6, DU-145 106.5, U251 103.5, SNB-19 98.8, PC-3 98.0, SNB-75 71.0, SF-268 101.0 and SF-539 100.6.
`COC(=O)CN(CCCl)P1(=O)OCCCN1CCCl` (configuration not stated) gave SF-295 102.9, HCC-2998 102.0, DU-145 106.5, U251 99.0, SNB-19 115.9, PC-3 98.8, SNB-75 88.2, SF-268 102.0 and SF-539 101.7.
`Oc1cc(Cl)c(Cl)cc1Cl` gave SF-295 101.2&116.9, HCC-2998 101.4&103.0, DU-145 104.4&116.7, U251 95.0&105.9, SNB-19 101.7&101.3, PC-3 94.7&91.1, SNB-75 100.8&94.3, SF-268 99.5&111.6 and SF-539 105.2&99.4.
Screening Nc1ccc(Cl)cc1N returned SF-295 111.6, HCC-2998 93.4, DU-145 121.5, U251 92.3, SNB-19 95.0, PC-3 80.4, SNB-75 66.8, SF-268 97.4 and SF-539 83.5.
Screening COc1ccc(-n2c(SC)nc3cc(OC)c(OC)cc3c2=O)cc1 returned SF-295 100.2, HCC-2998 107.6, DU-145 104.5, U251 104.4, SNB-19 99.1, PC-3 92.3, SF-268 102.8 and SF-539 98.8.
CC(=O)C1C(=O)N(C)C(=O)N(C)C1=O was read as HCC-2998 111.5, DU-145 111.2, U251 96.1, SNB-19 110.1, PC-3 94.9, SNB-75 92.1, SF-268 112.6 and SF-539 92.0.
Screening c1ccc([Se]CCCN2CCNCCNCC2)cc1 returned SF-295 108.7, HCC-2998 104.5, DU-145 101.5, U251 63.3, SNB-19 97.1, PC-3 62.7, SNB-75 103.1, SF-268 87.2 and SF-539 99.1.
Screening O=C(CCl)Nc1ccc(Cl)cc1 returned SF-295 68.8, HCC-2998 98.3, DU-145 76.1, U251 0.3*, SNB-19 79.1, PC-3 62.9, SNB-75 62.4, SF-268 41.9 and SF-539 104.8.
`NC(CSC(c1ccccc1)c1ccccc1)C(=O)O` (configuration not stated) gave SF-295 110.4, HCC-2998 95.7, DU-145 107.9, U251 110.6, SNB-19 93.8, PC-3 92.4, SNB-75 86.2, SF-268 105.7 and SF-539 92.9.
S=C(S)N1CCNCC1 was read as SF-295 93.4&104.2, HCC-2998 111.2&108.1, DU-145 110.0&96.2, U251 94.5&97.6, SNB-19 106.4, PC-3 99.7, SNB-75 89.8&83.7, SF-268 104.7&99.1 and SF-539 93.6&96.3.
O=C(CN1CCN(C(=O)c2ccco2)CC1)Nc1ccc(Cl)cc1C(=O)c1ccccc1Cl was read as SF-295 109.2, HCC-2998 97.4, DU-145 111.5, U251 91.3, SNB-19 99.2, PC-3 73.9, SNB-75 67.8, SF-268 90.7 and SF-539 99.8.
Cc1cnc[nH]1 was read as SF-295 110.7, HCC-2998 92.6, DU-145 120.6, U251 89.8, SNB-19 101.1, PC-3 99.5, SNB-75 92.6, SF-268 108.8 and SF-539 104.0.
`CNC(=O)Oc1cccc(OC)c1` gave SF-295 120.8, HCC-2998 104.5, DU-145 115.4, U251 109.5, SNB-19 102.6, PC-3 109.3, SF-268 118.1 and SF-539 110.6.
For CC(=O)OC1CCC2C3C(C)CC4=CC(=O)CCC4(C)C3CCC12C (configuration not stated) the results were SF-295 101.2, HCC-2998 89.1, DU-145 100.3, U251 90.9, SNB-19 93.2, PC-3 89.5, SNB-75 96.4, SF-268 97.0 and SF-539 93.5.
`CC(C)(O)/C=C/C(=O)[C@](C)(O)[C@H]1[C@H](O)C[C@@]2(C)[C@@H]3CC=C4[C@@H](C=C(O)C(=O)C4(C)C)[C@]3(C)C(=O)C[C@]12C` gave SF-295 -43.2*, HCC-2998 -99.0*, DU-145 -40.2*, U251 -77.5*, SNB-19 -53.1*, PC-3 -58.8*, SNB-75 -86.6*, SF-268 -27.5* and SF-539 -53.6*.
O=C1NC(=O)C(O)(C2(O)C(=O)NC(=O)NC2=O)C(=O)N1 was read as SF-295 132.8, HCC-2998 -55.7*, DU-145 109.0, U251 99.9, SNB-19 96.1, PC-3 89.2, SNB-75 94.0, SF-268 91.6 and SF-539 88.0.
COc1ccc(C2C3C=CC(C3)C2C(=O)O)cc1 (configuration not stated) was read as SF-295 107.1, HCC-2998 101.3, DU-145 120.3, U251 104.2, SNB-19 98.8, PC-3 104.9, SNB-75 96.6, SF-268 100.0 and SF-539 98.2.
`O=[N+]([O-])c1ccc(C(Br)Br)cc1` gave SF-295 93.2, HCC-2998 91.6, DU-145 90.0, U251 96.5, SNB-19 102.0, SNB-75 76.1, SF-268 85.2 and SF-539 92.7.
For NNC(=O)C1C2c3ccccc3C(c3ccccc32)C1C(=O)O (configuration not stated) the results were HCC-2998 110.0, DU-145 114.3, U251 102.0, SNB-19 116.7, PC-3 92.5, SNB-75 97.2, SF-268 112.3 and SF-539 113.1.
`Cc1nc(C)c(C(=O)N/N=C/c2ccc(N(CCCl)CCCl)cc2)s1` gave SF-295 75.0, HCC-2998 101.2, DU-145 84.2, U251 88.6, SNB-19 93.3, PC-3 86.8, SNB-75 88.0 and SF-268 88.5.
`CCN1C(=O)NC(=O)C2(CCCC2)C1=O` gave SF-295 101.5, HCC-2998 98.2, DU-145 102.9, U251 102.7, SNB-19 111.9, PC-3 93.3, SNB-75 97.1, SF-268 105.3 and SF-539 96.2.
For CN1c2ccccc2[C@]2(C)Cc3cc(Cl)ccc3N[C@H]12 the results were SF-295 112.2, HCC-2998 91.7, DU-145 107.8, U251 93.8, SNB-19 105.7, PC-3 94.4, SNB-75 80.0, SF-268 94.3 and SF-539 103.3.
S=P(SP(=S)(c1ccccc1)c1ccccc1)(c1ccccc1)c1ccccc1 was read as SF-295 92.5, HCC-2998 103.9, DU-145 106.4, U251 101.3, SNB-19 103.1, PC-3 93.5, SNB-75 91.2, SF-268 95.8 and SF-539 102.6.
Screening C#C[C@]1(OC(=O)CCCCCC)CC[C@H]2[C@@H]3CCC4=CC(=O)CC[C@@H]4[C@H]3CC[C@@]21C returned SF-295 32.2, HCC-2998 49.9, DU-145 72.1, U251 50.9, SNB-19 53.7, PC-3 32.7, SNB-75 81.5, SF-268 50.7 and SF-539 47.9.
CCOC(=O)C(CCC(=O)O)NC(=O)OCc1ccccc1 (configuration not stated) was read as HCC-2998 101.5, DU-145 108.7, U251 101.9, SNB-19 104.8, PC-3 85.9, SNB-75 108.0, SF-268 117.5 and SF-539 95.0.
For C[N+](C)(C)CC1(O)CCCCC1 the results were HCC-2998 112.6, DU-145 113.7, U251 100.7, SNB-19 102.2, PC-3 97.4, SNB-75 86.1, SF-268 105.1 and SF-539 105.1.
`COC(=O)C[C@](O)(CCCC(C)C)C(=O)O[C@H]1C(OC)=C[C@@]23CCCN2CCc2cc4c(cc2[C@@H]13)OCO4` gave SF-295 -8.1*, HCC-2998 -36.4*, DU-145 -3.2*, U251 -19.5*, SNB-19 -27.7*, PC-3 1.2*, SNB-75 -46.7*, SF-268 3.8* and SF-539 -47.7*.
CC1(C)N=C(N)N=C(N)N1c1cccc(C(=O)Nc2cccc(S(=O)(=O)F)c2)c1 was read as SF-295 84.9, HCC-2998 98.5, DU-145 113.6, U251 99.8, SNB-19 97.3, PC-3 97.1, SNB-75 80.2 and SF-268 112.4.
O=C(CCl)Oc1ccc(Cl)cc1 was read as SF-295 106.9, HCC-2998 104.2, DU-145 128.9, U251 108.6, SNB-19 112.0, PC-3 92.9, SNB-75 82.3, SF-268 112.2 and SF-539 104.3.
`CCc1ccccc1[C@@H]1C[C@]2(C)CCO[C@@H]2OO1` gave SF-295 101.0, HCC-2998 93.7, DU-145 104.5, U251 99.2, SNB-19 93.6, PC-3 100.2, SNB-75 84.7, SF-268 98.3 and SF-539 110.5.
`CC[C@@H](C)C(=O)O[C@H]1[C@H](O)[C@H]2[C@@H](CN3C[C@@H](C)CC[C@H]3[C@@]2(C)O)[C@@H]2C[C@]34O[C@@]5(O)[C@@H](OC(=O)[C@](C)(O)[C@@H](C)O)CC[C@@]3(C)[C@@H]5[C@@H](OC(C)=O)[C@@H](OC(C)=O)[C@H]4[C@@]21O` gave SF-295 89.6, HCC-2998 108.6, DU-145 108.7, U251 104.8, SNB-19 103.7, PC-3 97.1, SNB-75 100.9, SF-268 107.3 and SF-539 91.6.
For O=C([O][Hg][c]1ccccc1)c1ccccc1 the results were SF-295 56.8, HCC-2998 51.0, DU-145 -35.7*, U251 -31.9*, SNB-19 56.8, PC-3 35.4, SNB-75 -4.3*, SF-268 -34.9* and SF-539 19.4.
`CC(C)CCC[C@@H](C)C1CCC2C3CCC4=C/C(=N/OC(=O)Cc5ccc(N(CCCl)CCCl)cc5)CC[C@]4(C)C3CC[C@@]21C` (some centres not stated) gave SF-295 101.9, HCC-2998 89.6, DU-145 101.6, U251 101.3, SNB-19 101.7, PC-3 97.7, SNB-75 101.4, SF-268 94.4 and SF-539 89.7.
For Cc1cc(C)c(C)c(CCN)c1C the results were SF-295 92.1, HCC-2998 104.0, DU-145 108.5, U251 97.3, SNB-19 101.5, PC-3 86.8, SNB-75 73.3, SF-268 96.6 and SF-539 96.7.
CC(C)OC(=S)SSC(Cl)(Cl)Cl was read as SF-295 104.9, HCC-2998 101.1, DU-145 117.5, U251 102.3, SNB-19 106.5, PC-3 100.8, SNB-75 95.6, SF-268 101.5 and SF-539 111.7.
For CCC1(CCO)C(=O)NC(=S)NC1=O the results were SF-295 110.3, HCC-2998 100.2, DU-145 109.6, U251 100.1, SNB-19 109.3, PC-3 88.0, SNB-75 107.1, SF-268 104.2 and SF-539 107.6.
`Cc1ccc(CBr)cc1` gave SF-295 125.0, HCC-2998 93.7, DU-145 119.6, U251 98.8, SNB-19 111.9, PC-3 101.9, SNB-75 88.8, SF-268 108.6 and SF-539 113.1.
For CN1CCN(c2ccccc2)CC1 the results were SF-295 95.3, HCC-2998 99.1, DU-145 105.9, U251 105.4, SNB-19 101.7, PC-3 96.0, SNB-75 83.0, SF-268 95.3 and SF-539 93.0.

Among those listed so far, these have an aryl methoxy group.
COc1ccn(C)c(=O)c1C#N was read as SF-295 101.2, HCC-2998 101.4, DU-145 106.3, U251 92.0, SNB-19 109.2, PC-3 94.7, SNB-75 114.1 and SF-268 94.3.
`CNC(Cc1ccccc1)c1ccc(OC)c(OC)c1` (configuration not stated) gave SF-295 98.2, HCC-2998 105.6, DU-145 106.5, U251 103.5, SNB-19 98.8, PC-3 98.0, SNB-75 71.0, SF-268 101.0 and SF-539 100.6.
Screening COc1ccc(-n2c(SC)nc3cc(OC)c(OC)cc3c2=O)cc1 returned SF-295 100.2, HCC-2998 107.6, DU-145 104.5, U251 104.4, SNB-19 99.1, PC-3 92.3, SF-268 102.8 and SF-539 98.8.
`CNC(=O)Oc1cccc(OC)c1` gave SF-295 120.8, HCC-2998 104.5, DU-145 115.4, U251 109.5, SNB-19 102.6, PC-3 109.3, SF-268 118.1 and SF-539 110.6.
COc1ccc(C2C3C=CC(C3)C2C(=O)O)cc1 (configuration not stated) was read as SF-295 107.1, HCC-2998 101.3, DU-145 120.3, U251 104.2, SNB-19 98.8, PC-3 104.9, SNB-75 96.6, SF-268 100.0 and SF-539 98.2.
